Screens (PubChem BioAssay)
FUS yeast rescue: rescues growth of FUS-expressing yeast. AID 1347120. Potency, µM (top dose mostly 76.6 µM), without a hit: at the top dose growth rescue (activation), usual class: activators. 0.24% of 390,000 active. S. cerevisiae FUS-expressing, growth rescue, OD600, 24 h;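 note: potency is the fitted concentration of half-maximal effect; plate controls were DMSO vehicle for no effect and reference control for full effect; nearly all actives have a fitted effect of over 55% in size; some results filed as inactive show a strong effect at the top dose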
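Cultures pregrown in 2.5% raffinose medium are shifted to minimal medium containing 2% galactose to express toxic FUS. Compounds are tested at several concentrations. After 24hr at 30C, growth is quantified at 600 nm absorbance.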
aSyn yeast inh: inhibitors of alpha-synuclein toxicity in yeast | Yeast expressing alpha-synuclein, growth rescue, BacTiter-Glo, 24 h | Potency, µM (top dose mostly 46.1 µM), inactives show at the highest dose growth rescue (activation), usual class: activators | 0.14% of 370,000 active | AID 652106; note: potency is the fitted concentration of half-maximal effect; % of control where 0% means no effect; nearly all actives have a fitted effect of over 65% in size
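Rescue of yeast growth: cells expressing toxic alpha-synuclein, induced in galactose at OD600 0.02, incubated with compound 24 h at 30 C. ATP luminescence quantified growth; inhibitors of toxicity appear as activators.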
PI5P4K alpha inh: blocks human PI5P4K alpha kinase activity; max response, %; PI5P4Kalpha enzyme, ADP-Glo luminescence, 60 min; active compounds read low; 1.2% of 330,000 active; AID 652105; active = max response of -50% or lower; inconclusive = between -30% and -50%; inactive = -30% or higher; note: value at the top dose of about 77 µM; % is set by controls: 0 for no effect and ±100 for the full control effect
Target sequence (P48426 whole entry, looked up): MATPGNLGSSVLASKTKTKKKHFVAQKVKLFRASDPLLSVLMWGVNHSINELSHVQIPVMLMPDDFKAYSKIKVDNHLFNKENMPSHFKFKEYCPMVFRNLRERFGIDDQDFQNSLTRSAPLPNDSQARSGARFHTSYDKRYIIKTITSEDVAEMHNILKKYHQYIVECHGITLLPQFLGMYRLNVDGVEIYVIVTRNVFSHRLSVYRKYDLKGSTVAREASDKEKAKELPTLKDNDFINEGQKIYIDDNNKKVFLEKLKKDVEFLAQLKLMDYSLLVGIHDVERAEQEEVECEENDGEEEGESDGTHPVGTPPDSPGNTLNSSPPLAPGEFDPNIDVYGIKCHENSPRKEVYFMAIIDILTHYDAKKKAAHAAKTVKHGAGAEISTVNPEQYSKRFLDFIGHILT
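Controls without substrate or without enzyme flank wells where PI5P4Kalpha converts substrate using 5 microM ATP (final). Incubation lasts 60 minutes at room temperature; ADP formed is read by ADP-Glo luminescence.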
Abeta yeast res: A-beta toxicity reversal in yeast. yeast expressing A-beta42, growth rescue, OD600, 48 h; response scale: 0% DMSO, 100% iron-clioquinol control. Potency, µM (doses to about 46.1 µM), inactives show at the highest dose growth rescue, usual class: activators. 0.063% of 410,000 active. AID 1347071; note: potency is the fitted concentration of half-maximal effect; nearly all actives have a fitted effect of over 55% in size
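Growth rescue measured by 600 nm absorbance after 48 h yeast culture at 30 C with compound. Values normalized between DMSO and an equimolar ferric chloride plus clioquinol control.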
PLK1 PBD inh: blocks phosphopeptide binding to human PLK1 polo-box domain | Plk1 PBD binding of FITC phosphopeptide, fluorescence polarization | Potency, µM, without a hit: max response, negative = inhibition, usual class: inhibitors | P53350 | 2.8% of 360,000 active; note: potency is the fitted concentration of half-maximal effect; series mostly up to about 57 µM; % is set by controls: 0 for no effect and ±100 for the full control effect; nearly all actives have a fitted effect of over 65% in size
Target sequence (P53350 whole entry, looked up, the tested form may be a part): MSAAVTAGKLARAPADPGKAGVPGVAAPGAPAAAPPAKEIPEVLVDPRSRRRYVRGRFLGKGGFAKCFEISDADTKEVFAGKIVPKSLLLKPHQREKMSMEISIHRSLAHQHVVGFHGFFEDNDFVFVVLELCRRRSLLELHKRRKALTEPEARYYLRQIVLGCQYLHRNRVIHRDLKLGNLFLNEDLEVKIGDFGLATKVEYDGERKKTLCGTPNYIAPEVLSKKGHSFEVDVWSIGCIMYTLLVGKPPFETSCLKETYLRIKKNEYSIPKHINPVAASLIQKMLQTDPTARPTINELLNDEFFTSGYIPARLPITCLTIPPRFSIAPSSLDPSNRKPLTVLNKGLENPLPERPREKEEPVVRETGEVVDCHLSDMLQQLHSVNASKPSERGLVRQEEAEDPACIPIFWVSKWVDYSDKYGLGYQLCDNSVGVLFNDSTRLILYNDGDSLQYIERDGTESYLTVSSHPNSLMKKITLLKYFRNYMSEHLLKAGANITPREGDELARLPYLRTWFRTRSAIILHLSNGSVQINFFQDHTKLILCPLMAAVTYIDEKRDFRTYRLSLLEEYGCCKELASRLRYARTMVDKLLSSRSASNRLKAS
EPAC1 ag: EPAC1 (human) agonism. O95398. EPAC1 agonist qHTS, biochemical assay; response scale: 100% = response to 6.5 mM cAMP. Potency, µM (titrated, usually from 154 µM), without a hit: at the top dose activation, most hits filed as activators. 0.073% of 360,000 active. AID 720707; note: potency is the fitted concentration of half-maximal effect; nearly all actives have a fitted effect of over 60% in size
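Nucleotide exchange assay: 100 nM EPAC1 with 250 nM Rap1B loaded with BODIPY-GDP and 50 uM GDP, room temperature. Fluorescence (480/540 nm) read every 5 min for 30 min; signal change normalized to 6.5 mM cAMP as full agonist.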
IL2 activator: IL-2 activation; IL-2 activation reporter assay, cell-based qHTS; stimulated with anti-CD3/CD4/CD28 beads; in transgenic mouse T cells; activation, % (series mostly up to about 46 µM); 0.065% of 360,000 active; in the data active = activation above about 50%; inconclusive = mostly about 30% to 49%; note: 0% is about no effect
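Readout is EGFP and DsRed signal by fluorescent plate cytometry after 18 h at 37 degrees C. Transgenic mouse T cells (750/well) received compound for 60 min before bead stimulation (anti-CD3, anti-CD4, anti-CD28); memory T cells served as non-tolerant control.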
WRN helicase inh: WRN helicase (human) inhibition | WRN helicase unwinding, fluorescent forked duplex, kinetic | Q14191 | Potency, µM (titrated, usually from 114 µM), without a hit: top-dose activity change, negative = inhibition, most hits filed as inhibitors | 0.46% of 360,000 active; note: potency is the fitted concentration of half-maximal effect; % is set by controls: 0 for no effect and ±100 for the full control effect; nearly all actives have a fitted effect of over 55% in size
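WRN at 20 nM final preincubated with compound 15 min at room temperature; reaction started with 100 nM fluorophore/quencher forked duplex oligonucleotide and 2 mM ATP final. Unwinding followed kinetically by red fluorescence (ex 525, em 598 nm).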
EPAC1 antagonist: antagonists of human EPAC1. EPAC1 GEF assay, Rap1b-BODIPY-GDP exchange fluorescence. 0.14% of 360,000 active. Potency, µM (top dose mostly 115 µM), for the others: at the top dose activity change, negative = inhibition, most hits filed as inhibitors;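 note: potency is the fitted concentration of half-maximal effect; plate controls were vehicle for no effect and positive control for full effect; nearly all actives have a fitted effect of over 50% in size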
Starred values were filed as active, the others as inactive; ? = inconclusive; . = no result given; & = joins results of further samples; [ ] = remark or other dose. Unless noted, calls come from the whole dose curve; as a rule, active = well fitted curve in the direction sought with a large enough effect; inconclusive = small, poorly fitted or top-dose-only effect, or another doubt; inactive = no such curve, though single readings can be large; an effect the other way counts as inactive or inconclusive.

#	Molecule	FUS yeast rescue	aSyn yeast inh	PI5P4K alpha inh	Abeta yeast res	PLK1 PBD inh
1	CCOc1ccccc1-n1c(=S)sc2c(=O)n(-c3ccc(F)cc3)c(SCC(=O)O)nc21	18%	1%	-2	14%	44%[activator]
2	O=C(/C=C/c1cccc(F)c1)OCC(=O)N1CCc2ccccc21	9%	3%	1	0%	-2%
3	Cc1cccc(C(=O)O[C@H]2[C@H](C)NS(=O)(=O)[C@H]3CC4C=C[C@]23O4)c1	7%	-1%	3	0%	-12%
4	CC(C)COC(=O)Cn1cnc2ccc(Br)cc2c1=O	11%	13%	2	2%	-6%
5	Cc1nnc(SCC(=O)NC2CC2)n1CCc1ccccc1	9%	-4%	2	?	-3%
6	CCOc1cc(/C=N/N=C(N)N)ccc1OCc1ccc(Cl)cc1	.	-2%	-6	7%	-8%
7	CC(C)c1nnc(NC(=O)CCC(=O)Nc2ccc(Cl)cc2)s1	-5%	-4%	2	-4%	-3%
8	Cc1ccc2nc(N3CC(C)OC(C)C3)nc(-c3ccccc3)c2c1 (configuration not stated)	-14%	-9%	-1	-7%	-1%
9	CC(C)(C)c1ccc(/C=N/NC(=S)NCc2ccccc2)cc1	-3%	0%	14	6%	-4%
10	c1ccc(-c2nnc3n2CCCC3)cc1	11%	6%	.	3%	-4%
11	COc1ccc(NS(=O)(=O)c2ccc(NC(=O)c3ccc(N(C)S(C)(=O)=O)cc3)cc2)c(OC)c1	.	-1%	0	-13%	-2%
12	O=C(COC(=O)Cc1c(Cl)cccc1Cl)Nc1ccccc1-c1ccccc1	.	-5%	11	-8%	5%

#	EPAC1 ag	IL2 activator	WRN helicase inh	EPAC1 antagonist
1	8%	-0.4	0%	-6%
2	13%	0.2	-1%	-11%
3	-5%	-0.9	2%	2%
4	17%	3.0	3%	0%
5	-4%	0.3	1%	3%
6	-4%	-5.4	-2%	-4%
7	-5%	-2.3	6%	-10%
8	-2%	0.8	2%	1%
9	17%	-2.0	-14%	-8%
10	14%	-0.5	10%	0%
11	-13%	-4.5	7%	12%
12	0%	-4.5	-13%	5%

Sorted by value in EPAC1 antagonist (low to high): 3 from the list above
nr	compound	PI5P4K alpha inh	PLK1 PBD inh	WRN helicase inh	EPAC1 antagonist
10	c1ccc(-c2nnc3n2CCCC3)cc1	.	-4%	10%	0%
5	Cc1nnc(SCC(=O)NC2CC2)n1CCc1ccccc1	2	-3%	1%	3%
12	O=C(COC(=O)Cc1c(Cl)cccc1Cl)Nc1ccccc1-c1ccccc1	11	5%	-13%	5%

A stretch from the list above, as a working copy:
#	Molecule	FUS yeast rescue	aSyn yeast inh	PI5P4K alpha inh	Abeta yeast res	PLK1 PBD inh
11	COc1ccc(NS(=O)(=O)c2ccc(NC(=O)c3ccc(N(C)S(C)(=O)=O)cc3)cc2)c(OC)c1	.	-1%	0	-13%	-2%
12	O=C(COC(=O)Cc1c(Cl)cccc1Cl)Nc1ccccc1-c1ccccc1	.	-5%	11	-8%	5%

#	EPAC1 ag	IL2 activator	WRN helicase inh	EPAC1 antagonist
11	-13%	-4.5	7%	12%
12	0%	-4.5	-13%	5%

(further entries)
#	Molecule	FUS yeast rescue	aSyn yeast inh	PI5P4K alpha inh	Abeta yeast res	PLK1 PBD inh
13	O=C(NCc1nc2ccccc2[nH]1)C1=C[C@H](c2ccccc2)C[C@H](OCc2ccc(CO)cc2)O1	19%	3%	1	0%	4%
14	COc1ccc(CCNc2ccc(N3C(=O)CC(C)C3=O)cc2[N+](=O)[O-])cc1OC (configuration not stated)	11%	3%	-10	-6%	-12%
15	CC1CCCN(C(=O)Cn2nnc(-c3ccc(F)cc3)n2)C1 (configuration not stated)	-14%	0%	2	-14%	-14%
16	CCN(C[C@H]1N[C@@](Cc2ccccc2)(C(=O)OC)[C@H]2C(=O)N(Cc3ccccc3)C(=O)[C@@H]12)C(=O)Nc1ccc(C(F)(F)F)cc1	7%	-60%[inhibitor]	2	-7%	1%
17	O=C(COc1ccccc1Cl)N1CCN(C(=O)c2ccco2)CC1	-4%	-7%	-6	8%	-6%
18	COc1cc([N+](=O)[O-])ccc1NC(=O)NCc1ccccn1	19%	-7%	5	10%	-3%
19	CCN(CC)c1ccc(C2CC(=O)NC3=C2C(=O)CC(C)(C)C3)cc1 (configuration not stated)	0%	1%	-1	0%	-2%
20	CC/C(O)=C1\C(=O)CC(C)(C)CC1=Nc1ccccc1C	9%	5%	0	3%	-9%
21	Cc1cc2ncn(S(=O)(=O)N(C)C)c2cc1C	15%	-2%	1	9%	-8%
22	O=C(Nc1c(C(=O)N2CCC(N3CCCCC3)CC2)oc2ccccc12)c1c(F)cccc1F	20%&-5%	-8%&-8%	4	-4%&-9%	-13%
23	Nc1ccc(-n2nnnc2CN2CCOCC2)cc1	.	5%	0	22%	-11%
24	COc1ccc2c(c1)OC(O)(C(F)(F)C(F)F)CC2=O (configuration not stated)	-22%	?	.	9%	0%

#	EPAC1 ag	IL2 activator	WRN helicase inh	EPAC1 antagonist
13	-8%	-0.7	-6%	?
14	-8%	-5.0	-26%	-7%
15	7%	-0.2	-3%[57.1 µM]	-6%
16	-26%	-0.5	-2%	-19%
17	-2%	-0.4	-17%	9%
18	3%	0.3	7%	10%
19	-4%	1.0	2%	1%
20	-3%	-0.6	-36%[57.1 µM]	-4%
21	-1%	-2.9	4%	1%
22	15%	-1.4	3%	-3%
23	0%	0.1	1%	-13%
24	0%	-1.3	-18%	-10%

One compound at a time, as listed above.
Shown for `CC1CCCN(C(=O)Cn2nnc(-c3ccc(F)cc3)n2)C1` (configuration not stated) = FUS yeast rescue = -14%; aSyn yeast inh = 0%; PI5P4K alpha inh = 2; Abeta yeast res = -14%; PLK1 PBD inh = -14%; EPAC1 ag = 7%; IL2 activator = -0.2; WRN helicase inh = -3%[57.1 µM]; EPAC1 antagonist = -6%
Shown for `CC(C)c1nnc(NC(=O)CCC(=O)Nc2ccc(Cl)cc2)s1` = FUS yeast rescue = -5%; aSyn yeast inh = -4%; PI5P4K alpha inh = 2; Abeta yeast res = -4%; PLK1 PBD inh = -3%; EPAC1 ag = -5%; IL2 activator = -2.3; WRN helicase inh = 6%; EPAC1 antagonist = -10%
Shown for `CC/C(O)=C1\C(=O)CC(C)(C)CC1=Nc1ccccc1C` = FUS yeast rescue = 9%; aSyn yeast inh = 5%; PI5P4K alpha inh = 0; Abeta yeast res = 3%; PLK1 PBD inh = -9%; EPAC1 ag = -3%; IL2 activator = -0.6; WRN helicase inh = -36%[57.1 µM]; EPAC1 antagonist = -4%

Next records follow:
#	Molecule	FUS yeast rescue	aSyn yeast inh	PI5P4K alpha inh	Abeta yeast res	PLK1 PBD inh
25	COc1ccc(OCC(=O)Nc2ccccc2OC(F)F)cc1	-13%	0%	-3	-3%	-1%
26	COc1ccc(C(=O)N2CCC(c3ccccc3)CC2)c(OC)c1OC	14%	0%	7	-20%	1%
27	Cc1onc(-c2c(F)cccc2Cl)c1C(=O)Oc1ccccc1	2%	7%	6	-8%	-13%
28	Cc1cc(C)c(OCCCCN(C)Cc2ccccc2)c(C)c1	-4%	-4%	-11	-9%	-3%
29	O=C(/C=C/Nc1ccc(F)cc1)c1ccc(Oc2ncccn2)cc1	3%	16%	-8	-3%	-5%
30	Cn1nccc1C(=O)OCC(=O)Nc1ccccc1Cl	-2%	2%	-3	-6%	4%
31	O=c1[nH]c(-c2cccnc2)nc2sc(-c3ccccc3)cc12	0%	-15%	3	-6%	-9%
32	COc1ccc(NC(=O)c2ccccc2NS(=O)(=O)c2ccc(C)cc2)c([N+](=O)[O-])c1	.	-8%	-2	4%	4%
33	COC(=O)CS(=O)(=O)c1cccc2cccnc12	-2%	0%	3	10%	30µM*
34	O=C(O)c1ccccc1-n1c(-c2ccccc2)cc2c1CCCC2=O	6%	10%	3	0%	-9%
35	CCc1cccc(NC(=O)c2cccc3c2C(=O)N(C2CCCCC2)C3)c1	-23%&-30%	0%	9	8%&3%	5%
36	Cc1c(CN(C)C)c2c(n1Cc1ccccc1)C(=O)c1ccccc1-2	16%	2%	8	10%	1%
37	O=C(NCC1CCCO1)C(c1cccs1)N(C(=O)Cn1nnc(-c2cccs2)n1)C1CCCC1 (configuration not stated)	29%	4%	0	0%	-9%
38	O=C(Nc1nnc(SCc2cccnc2)s1)C1CC(=O)N(c2ccccc2)C1 (configuration not stated)	21%	5%	?	-6%	-9%
39	CCCCN1C(=O)NC(NC(C)=O)(C(F)(F)F)C1=O (configuration not stated)	-1%	3%	-7	6%	-6%

#	EPAC1 ag	IL2 activator	WRN helicase inh	EPAC1 antagonist
25	6%	-1.0	-4%	-9%
26	-1%	1.8	-1%	-13%
27	8%	-0.2	5%[57.1 µM]	-16%
28	-10%	-0.6	6%	6%
29	4%	-0.4	8%	-1%
30	0%	0.1	4%	-3%
31	7%	1.0	-1%	-17%
32	-6%	-0.2	-4%	10%
33	14%	-0.8	5%	10%
34	-8%	1.9	3%	16%
35	-1%	0.2	-2%	-2%
36	-8%	-0.5	-3%	4%
37	4%	-0.4	-2%	-2%
38	-8%	-5.9	-18%	-10%
39	-3%	-0.3	-2%	-10%
